Assay outcomes from PubChem BioAssay.
RMI-FANCM inh = disruptors of RMI1/RMI2 association with MM2 peptide – biochemical, fluorescence polarization, human, primary screen; 70,000 compounds, 0.58% hits; FP signal (polarization) at 33 µM; RMI core complex with F-MM2 peptide; stronger effect = lower value; AID 1159607, 2016; in the data active means FP signal below about 40; further: inactives centre near 61; strong numbers were not always called active; unit not given here
Starred values were filed as active, the others as inactive; & = joins results of further samples. Not all compounds are listed; count on the stated rates, not on these rows.

structure	RMI-FANCM inh
Brc1ccc(C2=CSc3ccccc3N2)cc1	53
CN1N=C(C(F)(F)F)CC1=O	50
CC(=O)OC[C@H](OC(C)=O)[C@H](OC(C)=O)[C@@H](CNC(=O)c1ccc(C)c(C)c1)OC(C)=O	45
COc1ccccc1N1CCN(Cc2nc(-c3ccc([N+](=O)[O-])cc3)cs2)CC1	52
Cc1ccc(C)c(NC(=O)CSc2nncn2C)c1	57
COc1ccc(C(=O)CSc2nc(C)c(C(C)=O)cc2C(N)=O)cc1	63
NC(=S)N/N=C\c1ccccc1O	56
O=C(Cc1cccc2ccccc12)N/N=C/c1ccc(F)cc1	58
Cc1noc(-c2ccccc2)c1NC(=O)Nc1ccc(-c2nc3ccccc3s2)cc1	73
Cn1cccc1C(CNC(=O)COc1ccc(Cl)cc1Cl)N1CCCC1 (stereo not given)	61
CCCc1ccc(S(=O)(=O)Nc2ccc3c(c2)N(C)C(=O)C(C)(C)CO3)cc1	67
O=C(CSc1ccc(-c2ccc(-n3cccn3)cc2)nn1)Nc1ccc(F)cc1	95
CC(C)CCCC(C)C1CCC2C3CC[C@H]4C[C@@H](O)CC[C@]4(C)C3CC[C@]12C (stereo not given in full)	65
O=C(NCCOc1cccc(C(F)(F)F)c1)c1ccccc1Cl	61
Cc1ccc(N2C(=O)C3N=NN(Cc4nc(-c5ccc(OC(C)C)cc5)no4)C3C2=O)cc1Cl (stereo not given)	59
Clc1ccc(CSC2=NNC(c3ccccn3)S2)cc1 (stereo not given)	58&53
CCC(=O)Nc1ccc(SCC(=O)Nc2nc3ccccc3s2)nn1	78
C=CCn1c(SCC(=O)Nc2cccc(-c3nc4ccccc4s3)c2)nc2scc(-c3ccc(OC)cc3)c2c1=O	81
O=C(Cc1ccc(F)cc1)NCCS(=O)(=O)N1CCN(c2ccccn2)CC1	60
Cc1nc2cc(NS(=O)(=O)c3ccccc3F)ccc2s1	56
COc1ccc(Oc2ccc(C(F)(F)F)cc2N2C(=O)c3nccnc3C2=O)cc1	53
O=C(Nc1ccc(Oc2ncnc3cc(Cl)ccc23)nc1)c1ccc(-c2ccccn2)s1	89&58
O=C(NC(=S)Nc1ccc(N2CCOCC2)cc1)c1cccs1	59
O=C(NCCc1ccc(Cl)cc1)C(=O)NC1CCCCCC1	52
COc1ccc(CNC(=O)c2ccc(Cn3c(C)nc4ccccc43)o2)cc1	62
O=S(=O)(c1ccc(Cl)cc1)N1CCC(c2nc(-c3cccs3)no2)CC1	69
Cc1ccc(C)c(S(=O)(=O)Nc2ccccc2F)c1	73
COc1cccc(CSc2nnc3n(C)c(=O)c4ccc(C(=O)NC5CCCC5)cc4n23)c1	77
CN1CCN(c2nc3ccc(NS(=O)(=O)c4ccc(Cl)s4)cc3s2)CC1	62
Nc1ccc(-c2nc3ccccc3o2)cc1	67
COC(=O)c1cc(C(=O)OC)cc(-n2c(C)cc(C(=O)CCl)c2C)c1	82
O=C(CSc1nnc2ccc(-c3ccccn3)nn12)Nc1ccc(Cl)c(Cl)c1	95
O=C(NCC1CCN(Cc2ccco2)CC1)c1ccc2c(c1)OCO2	73
CCOC(=O)C1CCCN(C(=O)C(=O)c2c(C)n(C)c3ccccc23)C1 (stereo not given)	60
Cc1cc(Nc2ccccc2)nc(Nc2ccc(NC(=O)c3ccc(C)c(C)c3)cc2)n1	65
Cn1c(Cn2c(=O)sc3ccccc32)n[nH]c1=S	59
COc1ccc(-c2cc(=O)n(CC(=O)N3CCN(c4ccc(F)cc4)CC3)cn2)cc1	70
CCCC(=O)N(c1ccc2oc(C)c(C(=O)OC)c2c1)S(=O)(=O)c1ccc(F)cc1C	63
COC(=O)CCc1ccc(OCC(O)CNC(C)C)cc1 (stereo not given)	63
CCOC(=O)C(NC(C)=O)(NC(C)C)C(F)(F)F (stereo not given)	54
CC(C)(C)c1cc(C(=O)N2CCN(c3nnnn3-c3ccccc3)CC2)cc(C(C)(C)C)c1	76
Cc1nc2n(c(=O)c1CCN1CCC(c3noc4cc(F)ccc34)CC1)CCCC2	54&56&60
Cc1ccc(CNC(=O)C(=O)NCC2CCN(Cc3ccco3)CC2)cc1	76
O=C(NCCNc1nccc(C(F)(F)F)n1)c1cccs1	54
Cc1ccc2c(c1)C(=O)C(=O)N2	49
Cc1ccc(NC(=O)CSc2nc3cc(-c4ccccc4)sc3c(=O)n2C)cc1C	49
O=C(Nc1ccccc1)Nc1ccccc1C(=O)NCC1CC1	59
O=C(CSc1ccccc1C(=O)O)c1ccccc1	57
Nc1nnc(SCc2cccc3ccccc23)s1	64
CC(=O)Nc1ccc(SCc2cccnc2)nn1	59
O=C(NCCN1CCN(c2ccccc2F)CC1)c1cc2ccccc2oc1=O	64
CC(=O)Oc1cc2c(C(=O)NCCCN3CCOCC3)c(C)oc2c2ccccc12	59
O=S(=O)(NCC(c1ccc2c(c1)OCO2)N1CCOCC1)c1ccc(Oc2ccccc2)cc1 (stereo not given)	60
O=C(O)CCC(=O)Nc1ccc(S(=O)(=O)Nc2nccs2)cc1	66&52
Nc1nnc(CSc2ccccc2)o1	70
COc1ccc(-c2cc(=S)sc(N)c2C#N)cc1OC	60
Cc1cccc(NC(=O)NCCS(=O)(=O)c2c(C)n(Cc3ccc(F)cc3)c3ccccc23)c1	57
Cc1cc(C(F)(F)F)c(C#N)c(SCCC(=O)Nc2nccs2)n1	146
O=c1c2cnn(C3CCS(=O)(=O)C3)c2ncn1Cc1ccccc1 (stereo not given)	64
COC(=O)C(C)(Cl)Cc1ccc(-c2ccc(CC(C)(Cl)C(=O)OC)c(OC)c2)cc1OC (stereo not given)	67

Following part.
structure	RMI-FANCM inh
O=[N+]([O-])c1sccc1CS(=O)(=O)c1ccccc1	58
COc1cc(/C=C(\C#N)c2nc(-c3cccc([N+](=O)[O-])c3)cs2)ccc1OC(C)=O	61
Cc1cc(C)c(-c2ccn(C(=O)c3cc(-c4ccccc4)oc3C)n2)[nH]1	67
O=C(c1sc2ccccc2c1Cl)N1CCN(C(=O)C2CCCO2)CC1 (stereo not given)	53
COc1ccc(OC)c(NC(=O)CSc2nccn3nc(-c4ccccc4OC)cc23)c1	84
COc1ccc(-c2cn3nc(CNc4ccc(NC(C)=O)cc4)n4c3c2CCCC4)cc1	66
Cc1cccc(Cn2c3c(=O)n(C)c(=O)n(C)c3n3c(-c4ccc(Br)cc4)nnc23)c1	58
COc1ccc(CCNC(=O)Cn2nc(-c3cccs3)ccc2=O)cc1OC	52
Cc1nc(CSc2nnc(-c3ccccc3)o2)cs1	75
CC1(O)CCOC(=O)C1 (stereo not given)	63
O=C(Nc1ccc(Cl)c2ncsc12)c1ccc(Cl)s1	61
CCNc1nc(SCc2ccc([N+](=O)[O-])cc2)nc2nc(N(CC)CC)ncc12	59
COc1ccc(-n2c(C)nc3ccc(NC(=O)CCCc4ccccc4)cc3c2=O)cc1	64
Nc1nc(-c2ccc([N+](=O)[O-])cc2)c(C(=O)Nc2ccc(-c3ccccc3)cc2)s1	79
O=C(NCCCn1ncccc1=O)Nc1ccc2c(c1)OCO2	63
O=C(Oc1ccc2c(-c3cc4ccccc4oc3=O)cc(=O)oc2c1)c1ccco1	76
O=C(CSc1nnc(NC(=O)c2ccccc2C(F)(F)F)s1)Nc1nc2ccccc2s1	68
COc1ccc(C)cc1S(=O)(=O)N1CCN(c2ccc(-c3ccc(C)cc3)nn2)CC1	67
c1cc(-c2n[nH]c(Cn3cncn3)n2)ccn1	64
O=C(NCc1ccc(F)cc1)C(=O)NCC1(c2cccs2)CCCC1	72
Cc1ccc(S(=O)(=O)c2ccc(C(=O)Nc3ccc(Br)cc3)cn2)cc1C	102
CC(=O)N1CCCc2ccc(NC(=O)C(=O)Nc3ccccc3[N+](=O)[O-])cc21	54
Cc1cc(NC(=O)c2cccs2)on1	70
CC1(C)CC(=O)c2sc(NC(=O)c3ccc([N+](=O)[O-])cc3)nc2C1	71
CC12CCC(C(=O)Nc3ccc(Cl)cn3)(C(Br)C1=O)C2(C)C (stereo not given)	57
CCN1CCN(CC(=O)N2N=C(c3ccc(OC)cc3)CC2c2ccc(OC)c(OC)c2)C(=O)C1=O (stereo not given)	62
O=C(Nc1ccc2c(c1)OCO2)c1ccc2nccnc2c1	56
CC(C)C(C(=O)O)N1C(=O)c2cccc3cccc(c23)C1=O (stereo not given)	58
Cc1ccc(-c2nnc(NC(=O)C3=COCCO3)o2)c(C)c1	55
COc1ccccc1N1CCN(CCN2C(=O)CC3(CCCC3)CC2=O)CC1	54

The closing 6 entries of the part before come first, to join the parts.
mol	RMI-FANCM inh
CC12CCC(C(=O)Nc3ccc(Cl)cn3)(C(Br)C1=O)C2(C)C (stereo not given)	57
CCN1CCN(CC(=O)N2N=C(c3ccc(OC)cc3)CC2c2ccc(OC)c(OC)c2)C(=O)C1=O (stereo not given)	62
O=C(Nc1ccc2c(c1)OCO2)c1ccc2nccnc2c1	56
CC(C)C(C(=O)O)N1C(=O)c2cccc3cccc(c23)C1=O (stereo not given)	58
Cc1ccc(-c2nnc(NC(=O)C3=COCCO3)o2)c(C)c1	55
COc1ccccc1N1CCN(CCN2C(=O)CC3(CCCC3)CC2=O)CC1	54
COc1ccc(-c2cn3c(C)c(C(=O)N(Cc4ccccc4)c4ccccc4)sc3n2)cc1	72
O=C(NCc1ccco1)C(=O)c1cn(CC(=O)N2CCCCC2)c2ccccc12	49
C=CCc1c(C)c(C#N)c2nc3ccccc3n2c1Nc1ccc(F)cc1	45
COc1cccc(NC(=O)NCC(c2ccsc2)N2CCCCCC2)c1OC (stereo not given)	68
O=C(Nc1ccccc1C(=O)NCCCN1CCCCC1)c1ccc([N+](=O)[O-])cc1	52
CC1NC(=O)NC1=O (stereo not given)	57
CC(=O)c1ccc(C#CC(C)(C)O)s1	55
CC(=O)c1cccc(NC(=O)c2cccn(OCc3ccc(F)cc3)c2=O)c1	59
COc1ccc(Cl)cc1C(=O)N(CC1CCCO1)c1nc2c(OC)cccc2s1 (stereo not given)	68
C=C(C)[C@@H]1C[C@@H](OC(C)=O)[C@@]2(C)C3=CC[C@@H](C4COC(=O)C4)[C@]3(C)CCC2[C@@]1(C)[C@H](CC(=O)OC)OC(C)=O (stereo not given in full)	59
O=C(CCn1c(=O)sc2ccccc21)Nc1ccc(S(=O)(=O)Nc2nccs2)cc1	60
COc1ccc(S(=O)(=O)Nc2ccc3c(c2)N(C(=O)c2cccs2)CC3)cc1Cl	70
O=C(Nc1nc2c(cc3c4c(cccc42)CC3)s1)c1ccc(Br)s1	72
CN(C)CCCN(C(=O)c1ccc(S(=O)(=O)N2CCOCC2)cc1)c1nc2ccc(F)cc2s1	80
CN(C)c1ccc(CCC#N)cc1	70
Cc1cc(NC(=O)CSc2nc(-c3cccnc3)ccc2C#N)no1	57
Cc1cc(C(=O)Nc2ccc3c(c2)C(=O)NC3=O)n(C)n1	70
Cc1cc(Cl)ccc1NC(=O)/C(C#N)=C/N(C)C	55
COc1cc(C2N(C(C)=O)N=C(NC(C)=O)N2C(C)=O)cc(OC)c1OC (stereo not given)	63
COc1ccc2ncc3c(-c4ccccc4)c(C(=O)NCCCN4CCOCC4)sc3c2c1	64
COc1ccc(C2C(C(=O)Nc3ccccc3)=C(C)N=c3s/c(=C/c4cnn(C)c4C)c(=O)n32)cc1 (stereo not given)	65
O=C(NCCc1csc2nc(-c3cccs3)nn12)c1cc(Br)ccc1Cl	58
COc1ccc(-c2nn(-c3ccccc3)cc2/C=C(\C#N)c2nc3ccccc3s2)cc1F	67
FC(F)(F)c1cc(-c2nc(CSc3ncccn3)no2)cc(C(F)(F)F)c1	59
COc1ccc(S(=O)(=O)Nc2ccc3c(c2)CN(C(=O)C2CC2)CC3)cc1C	65

In the list so far, these have a nitro group on carbon.
mol	RMI-FANCM inh
COc1ccccc1N1CCN(Cc2nc(-c3ccc([N+](=O)[O-])cc3)cs2)CC1	52
O=[N+]([O-])c1sccc1CS(=O)(=O)c1ccccc1	58
COc1cc(/C=C(\C#N)c2nc(-c3cccc([N+](=O)[O-])c3)cs2)ccc1OC(C)=O	61
CCNc1nc(SCc2ccc([N+](=O)[O-])cc2)nc2nc(N(CC)CC)ncc12	59
Nc1nc(-c2ccc([N+](=O)[O-])cc2)c(C(=O)Nc2ccc(-c3ccccc3)cc2)s1	79
CC(=O)N1CCCc2ccc(NC(=O)C(=O)Nc3ccccc3[N+](=O)[O-])cc21	54
CC1(C)CC(=O)c2sc(NC(=O)c3ccc([N+](=O)[O-])cc3)nc2C1	71
O=C(Nc1ccccc1C(=O)NCCCN1CCCCC1)c1ccc([N+](=O)[O-])cc1	52

Some of the entries so far, with the structure last.
| RMI-FANCM inh | SMILES |
| --- | --- |
| 70 | CN(C)c1ccc(CCC#N)cc1 |
| 59 | Cc1ccc(N2C(=O)C3N=NN(Cc4nc(-c5ccc(OC(C)C)cc5)no4)C3C2=O)cc1Cl (stereo not given) |

Next structures:
mol	RMI-FANCM inh
Cc1cc(C)cc(NC(=O)Cn2nc(C3CC3)c3cnn(-c4cccc(Cl)c4)c3c2=O)c1	74
O=S(=O)(c1ccc2c(c1)OCCO2)N1CCN(c2ccc(-c3ccccc3)nn2)CC1	90
COC(=S)SC/C(=N/O)c1ccc([N+](=O)[O-])cc1	40
O=C(N1CCCCCC1)N1CCN(S(=O)(=O)N2CCOCC2)CC1	67
CC1CCc2c(sc(NC(=O)c3cc(Cl)sc3Cl)c2C(N)=O)C1 (stereo not given)	60
O=S(=O)(O)C1CCNCC1	52
CCN1C(=O)NC2(CCN(S(=O)(=O)N(C)C)CC2)C1=O	54
Cc1csc(NC(=O)c2c[nH]c3c(C(F)(F)F)cccc3c2=O)n1	67
COc1ccc(CC(=O)Nc2nnc(SCc3ccccc3F)s2)cc1OC	59
O=C(Nc1cccc(Cl)c1)c1ccc(Br)o1	64
CCOc1ccc(-c2ccc(=O)n(CCCC(=O)Nc3ccc(F)c(Cl)c3)n2)cc1	71
Cc1cc(C(=O)N2CCN(c3ccc(C(F)(F)F)cn3)CC2)c(C)o1	55
O=C(CN1CCN(S(=O)(=O)c2ccc(Cl)s2)CC1)N1CCOCC1	54
Cc1nnc(SCCC(=O)Nc2nc(-c3ccccc3)ns2)s1	80
COc1ccc(CC(=O)c2ccc(O)cc2O)cc1	60
O=C(COc1ccc(Cl)cc1)NCCN1CCOC(c2ccccc2)C1 (stereo not given)	76
Cc1ccc(NC(=O)/C(C#N)=C\Nc2cccc(O)c2)cc1	62
